Bioassay records as filed in PubChem.
D1 PAM = enhances dopamine response at the human D1 receptor. potentiation, % at 10 µM. actives 0.036% (n = 360,000). HEK293 TREx D1 cells, calcium flux, dopamine EC20 potentiation; in the data active = potentiation above about 30%; note: 0% is about no effect
Target sequence (P21728 whole entry, looked up): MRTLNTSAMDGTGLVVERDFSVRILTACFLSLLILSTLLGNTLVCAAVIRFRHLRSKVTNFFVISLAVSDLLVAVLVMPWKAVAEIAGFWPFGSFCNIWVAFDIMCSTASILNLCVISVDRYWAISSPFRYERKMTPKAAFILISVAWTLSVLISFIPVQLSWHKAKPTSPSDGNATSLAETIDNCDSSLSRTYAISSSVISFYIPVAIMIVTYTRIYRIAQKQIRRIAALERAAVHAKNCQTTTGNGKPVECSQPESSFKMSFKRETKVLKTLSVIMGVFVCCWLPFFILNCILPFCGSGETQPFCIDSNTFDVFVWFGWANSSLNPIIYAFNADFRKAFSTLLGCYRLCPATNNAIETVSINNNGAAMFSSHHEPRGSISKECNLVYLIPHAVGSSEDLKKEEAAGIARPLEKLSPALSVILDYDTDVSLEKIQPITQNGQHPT
D2 antagonist = antagonists of human D2 dopamine receptor. P14416. HEK293 TREx D2 cells, calcium flux, dopamine EC80. inhibition, % at 10 µM. actives 2% (n = 340,000). AID 485344; in the data active = inhibition above about 30%; note: 0% is about no effect
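Measurement of antagonist activity uses fluorescent calcium dye in inducible HEK293 T-REx D2 cells: 10 s baseline, compound addition with 180 s read, EC80 dopamine addition with a further 180 s read.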
RXFP1 antagonist = blocks the human relaxin receptor RXFP1 | Q9HBX9 | HEK293-RXFP1, relaxin-stimulated cAMP HTRF, 30 min; hits give low values | activity change, negative = inhibition, % at 57.5 µM | actives 0.59% (n = 350,000) | AID 1259400;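 active = activity change of -60% or lower, but not beyond a set lower limit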; note: % is set by controls: 0 for no effect and ±100 for the full control effect
D1 ag = agonists of human D1 dopamine receptor. AID 504660. HEK293 T-REx D1 cells, calcium flux, agonist mode. activation, % at 2 µM. actives 1% (n = 360,000). P21728; note: 0% is about no effect
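Inducible HEK293 T-REx D1 cells, force-coupled to calcium signalling, were plated at 4000 cells/well with tetracycline and held overnight at 30 C. After no-wash calcium dye loading, compound-evoked calcium rise over 180 s flagged agonists.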
D2 ag = agonists of human D2 dopamine receptor; actives 0.53% (n = 340,000); HEK293 T-REx D2 cells, calcium flux agonist mode; P14416; activation, % at 2 µM;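 active = activation over 3 SD above normal in the single-dose calcium agonist read, cut at about 30% in these data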; note: 0% is about no effect
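Tetracycline-induced HEK293 Trex cells with D2 receptor force-coupled to calcium signaling, plated overnight at 30 C and loaded with no-wash calcium dye. Calcium flux read kinetically for 180 s after compound addition; responses flag agonists.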
TRHR PAM = TRH receptor (human) allosteric enhancement; actives 0.66% (n = 360,000); enhancement, % at 2 µM; TRHR cells, fluo-8 calcium fluorescence, EC20 TRH enhancement; P34981; AID 493056; in the data active = enhancement above about 30%; note: 0% is about no effect
Target sequence (P34981 whole entry, looked up): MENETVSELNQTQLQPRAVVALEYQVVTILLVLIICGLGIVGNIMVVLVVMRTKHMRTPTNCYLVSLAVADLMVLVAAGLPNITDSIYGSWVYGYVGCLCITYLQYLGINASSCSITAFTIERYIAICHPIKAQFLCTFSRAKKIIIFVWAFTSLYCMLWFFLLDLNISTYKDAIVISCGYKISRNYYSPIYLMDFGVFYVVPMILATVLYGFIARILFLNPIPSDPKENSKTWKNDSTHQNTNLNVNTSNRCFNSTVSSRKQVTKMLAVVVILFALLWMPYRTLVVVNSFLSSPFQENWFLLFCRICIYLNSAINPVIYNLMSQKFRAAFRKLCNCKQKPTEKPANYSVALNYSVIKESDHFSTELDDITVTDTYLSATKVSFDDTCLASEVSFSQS
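Enhancer read-out: after compound pinning and an initial kinetic agonist-mode read, an EC20 of TRH (10 nM final) was injected and fluo-8 calcium signal (Ex 480/Em 530) followed at 1 s/cycle for 100 cycles in TRHR-expressing cells.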
D2 potentiator = D2 dopamine receptor (human) potentiation. P14416. HEK293 T-REx D2, calcium flux, EC20 dopamine potentiation. potentiation, % at 10 µM. actives 0.34% (n = 340,000). AID 485347;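 active = potentiation over 3 SD above the plate norm, cut at about 30% in these data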; note: 0% is about no effect
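Calcium flux readout, no-wash dye, 1 read/s. Inducible HEK293 Trex D2 line, overnight 30 C. Compound alone 180 s (agonist flags), then EC20 dopamine, another 180 s to score potentiation.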
TRHR ag = activates the human TRH receptor; P34981; TRHR cells, calcium flux fluo-8, FDSS agonist mode; activation, % at 2 µM; actives 0.18% (n = 360,000); AID 493084; note: 0% is about no effect
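Read-out: compound-evoked intracellular calcium rise in TRHR cells, fluo-8 dye, kinetic FDSS fluorescence at 1 s/cycle following a 10-cycle baseline. Cells cultured overnight before dye loading (30 min–1.5 h, RT).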
D1 antagonist = blocks dopamine activation of the human D1 receptor; P21728; actives 3.2% (n = 360,000); HEK293 TREx D1 cells, calcium flux, dopamine EC80; hits give low values; activity change, negative = inhibition, % at 10 µM; in the data active = activity change below about -30%; note: % is set by controls: 0 for no effect and ±100 for the full control effect
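Inducible Hek293 Trex D1 cells (tetracycline, overnight, 30 C). Calcium dye 30–90 min RT. Antagonist mode: EC80 dopamine added after 180 s compound read.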
* marks the source's active call; other numbers are inactive results; · = no result given. Cut-off read from the data, not from the text of the source, unless noted: active = activation above about 30%; inactive = the rest.

entry	mol	D1 PAM	D2 antagonist	RXFP1 antagonist	D1 ag	D2 ag	TRHR PAM	D2 potentiator	TRHR ag	D1 antagonist
1	COc1ccc(C2C(C(=O)N3CCCC3)c3cc(OC)c(OC)cc3C(=O)N2C)cc1 (configuration not stated)	8	-4	14	1	1.2	-19	-9	0.9	14
2	COc1cc(C(=O)OCC(=O)Nc2cc(C)on2)ccc1OCc1ccccc1Cl	-6	-12	-9	5	-0.9	3	-4	0.7	-1
3	COC(=O)c1cc2ccccc2oc1=O	-2	2	-10	-2	1.0	0	-15	0.1	-11
4	Cc1c(Cl)cccc1NC(=S)NNc1ncc(C(F)(F)F)cc1Cl	-5	-1	39	10	2.0	-4	14	1.3	-17
5	O=C(O)C1CC(=O)N(c2ccc(Br)cc2)C1 (configuration not stated)	0	-8	-4	2	-2.3	5	19	-0.1	35
6	CCCCOC(=O)CCc1c(C)n[nH]c1C	-3	-3	10	8	0.5	-9	-9	0.7	-3
7	COc1cccc(-c2ccc(NC(=O)C3CCCN(Cc4ccc(CO)o4)C3)cc2)c1 (configuration not stated)	-7	0	-1	11	-0.3	2	6	0.8	-22
8	CC(=O)Nc1ccccc1NC(=O)C/C(C)=N/NC(=O)C(=O)N1CCCCC1	·	-12	-2	0	-1.4	-2	-5	0.3	8
9	CCOc1ccc(S(=O)(=O)NCCC(=O)N2CCN(c3ncccn3)CC2)cc1	-6	5	9	3	-0.2	5	9	1.1	-29
10	CN(Cc1nc2ccccc2c(=O)[nH]1)C(=O)c1ccccc1OCc1ccc(Cl)cc1	-1	1	1	1	-0.7	5	-6	0.9	-32*
11	COc1ccc(-c2nc3ccc([N+](=O)[O-])cc3[nH]2)cc1	0	1	1	2	0.8	-5	5	0.5	-7
12	Cc1ccccc1NS(=O)(=O)c1cc(C(=O)NCc2ccncc2)ccc1Cl	0	-6	-24	2	0.0	1	7	-0.4	15
13	O=C(c1cc(COc2ccc(F)cc2Cl)on1)N1CCCC(OCc2cccnc2)C1 (configuration not stated)	2	-6	-5	2	-0.1	-9	17	-0.1	-12
14	COc1ccc(S(N)(=O)=O)cc1C(=O)NCCCN1CCN(c2ccc(C)cc2)CC1	-20	49*	1	3	0.7	-3	-19	-0.3	-42*
15	CN1N=C(c2ccc(Cl)cc2)CC(c2ccc(Cl)cc2)C1=O (configuration not stated)	-6	-6	-22	6	-1.0	3	9	0.4	0
16	Cc1ccc(C(=O)N2CCc3ccccc32)cc1	1	-15	-31	1	0.1	3	4	1.1	-7
17	COC(=O)c1sc(C(C)(C)C)cc1CSc1ccccc1	6	-8	-16	3	-0.7	1	19	0.3	3
18	Cc1cc(Cl)ccc1Oc1nc(-c2ccccc2)ncc1S(C)(=O)=O	-11	12	-3	0	1.2	9	-2	1.0	0
19	Cc1nnsc1Sc1ccccn1	2	-6	5	8	-0.1	10	4	0.1	9
20	CN(C)S(=O)(=O)c1cccc(COC(=O)c2cccnc2Cl)c1	4	1	12	10	0.9	3	4	0.7	-14
21	Cc1cccc(Oc2ccc(NS(=O)(=O)c3ccc(C)c(C(=O)O)c3)cc2)c1	·	13	1	2	0.5	5	5	0.0	0
22	Cc1ccccc1OCCSc1nnc(-c2cccnc2)n1N	0	2	2	3	-0.9	-3	5	0.4	-4
23	COCCCNC(=O)CCC(=O)N1Cc2ccccc2Oc2ncccc21	4	·	-8	2	1.2	-4	6	0.7	15
24	COc1ccccc1Nc1nc(N)nc(CSc2nccc(C)n2)n1	-2	-1	4	0	-0.2	-2	-3	-0.3	-7
25	COCC(=O)N1CCC(Oc2ccc(C(=O)N(C)Cc3nccs3)cc2)CC1	-11	-24	11	2	-1.3	9	2	1.1	4
26	COc1ccc(C(=O)OCC(=O)NC(C)CCc2ccccc2)c(OC)c1 (configuration not stated)	-6	-25	-2	12	-0.9	3	12	-0.2	0
27	CC1CN(S(=O)(=O)c2ccccc2)C(C)CN1S(=O)(=O)c1ccccc1 (configuration not stated)	-2	0	8	-1	0.8	8	-4	-1.0	1
28	CCOC(=O)C1=C(C)N(CCCC(=O)O)C(=O)NC1c1ccc(Cl)cc1Cl (configuration not stated)	-3	7	·	3	0.5	0	-4	-0.1	1
29	CSCC[C@H](NC(=O)c1ccc2c(c1)OCO2)c1nnc2ccccn12	-2	18	11	2	0.0	0	4	-0.1	5
30	Cc1ccc(-c2nnn(CC(=O)N(c3ccccc3F)C(C(=O)NC3CCCC3)c3ccco3)n2)o1 (configuration not stated)	-4	-20	0	3	·	9	3	0.5	-10
31	COc1ccc(C(=O)NCc2ccccc2)cc1Br	-10	-7	1	-1	-0.7	21	-1	-0.3	9
32	COc1ccc(C)cc1N(C(=O)c1cccc(F)c1)c1nc2ccccc2s1	-4	18	-26	4	-0.6	-5	-12	0.4	2

Full records, looked up by structure. Order of values: D1 PAM	D2 antagonist	RXFP1 antagonist	D1 ag	D2 ag	TRHR PAM	D2 potentiator	TRHR ag	D1 antagonist
COc1ccc(C(=O)NCc2ccccc2)cc1Br across the screens: -10	-7	1	-1	-0.7	21	-1	-0.3	9
COc1ccc(C)cc1N(C(=O)c1cccc(F)c1)c1nc2ccccc2s1 across the screens: -4	18	-26	4	-0.6	-5	-12	0.4	2
COc1ccc(C(=O)OCC(=O)NC(C)CCc2ccccc2)c(OC)c1 (configuration not stated) across the screens: -6	-25	-2	12	-0.9	3	12	-0.2	0
Cc1ccc(-c2nnn(CC(=O)N(c3ccccc3F)C(C(=O)NC3CCCC3)c3ccco3)n2)o1 (configuration not stated) across the screens: -4	-20	0	3	·	9	3	0.5	-10
CC1CN(S(=O)(=O)c2ccccc2)C(C)CN1S(=O)(=O)c1ccccc1 (configuration not stated) across the screens: -2	0	8	-1	0.8	8	-4	-1.0	1

Arranged by molecular weight (smallest number first): three of the compounds above
entry	mol	D1 PAM	D2 antagonist	RXFP1 antagonist	D1 ag	D2 ag	TRHR PAM	D2 potentiator	TRHR ag	D1 antagonist
16	Cc1ccc(C(=O)N2CCc3ccccc32)cc1	1	-15	-31	1	0.1	3	4	1.1	-7
5	O=C(O)C1CC(=O)N(c2ccc(Br)cc2)C1 (configuration not stated)	0	-8	-4	2	-2.3	5	19	-0.1	35
29	CSCC[C@H](NC(=O)c1ccc2c(c1)OCO2)c1nnc2ccccn12	-2	18	11	2	0.0	0	4	-0.1	5

Remaining list, next part
entry	mol	D1 PAM	D2 antagonist	RXFP1 antagonist	D1 ag	D2 ag	TRHR PAM	D2 potentiator	TRHR ag	D1 antagonist
33	O=C(N[C@@H](Cc1ccccc1)C(=O)Nc1ccc(F)cc1)C1CCNCC1	-1	-4	19	1	1.5	11	2	-0.1	-6
34	N#CC[C@H](Cc1ccccc1)N1CCN(Cc2ccccc2)CCC1=O	-5	11	·	0	0.6	-7	0	0.6	-29
35	Cc1nn(CC(=O)NCCc2ccco2)c(=O)c2nn(-c3ccccc3)c(C)c12	-6	6	7	0	-0.9	1	8	-0.1	3
36	CCN(c1ccccc1)S(=O)(=O)c1ccc(NC(=S)NC(=O)c2ccc(Br)o2)cc1	-1	-14	-29	8	0.3	1	24	0.1	-1
37	CCOC(=O)N1CCN(C(=O)CN(c2ccccc2OC)S(=O)(=O)c2ccc(C)cc2)CC1	-1	-7	7	0	-0.4	2	3	-0.5	0
38	Cc1ccc(-n2c(=O)c3ccc(C(=O)NCc4ccco4)cc3n(CC(=O)Nc3ccccc3C(F)(F)F)c2=O)cc1	1	·	·	9	·	5	2	1.8	4
39	O=C(NC1CCCC1)C1CCN(C(=O)c2ccc(Cl)cc2Cl)CC1	2	-15	0	2	0.2	0	4	2.1	-1
40	Cc1ccc(/C=N/N2CCN(c3ccc(Cl)cc3)CC2)o1	-1	7	-21	1	-0.2	8	-8	0.2	-48*
41	COc1ccc(Nc2cc(C)nc(-n3nc(C)cc3C)n2)cc1	-1	-11	0	-1	0.5	11	-5	-0.2	2
42	C/C(=N\Nc1nccnc1Cl)c1ccc(Cl)c(Cl)c1	-8	-11	18	2	1.0	-5	8	-1.1	-19
43	O=C(CCCN1C(=O)c2ccccc2C1=O)Nc1ccccn1	-2	4	-11	1	0.1	0	2	-0.3	-20
44	CC(C)(C)NC(=O)NC(=O)CN1CCN(c2ccccc2)CC1	-6	0	-4	-1	-0.1	1	9	0.0	1
45	Nc1cccnc1-n1nc(C(F)(F)F)cc1C(F)(F)F	2	-11	-14	2	-1.3	13	0	-0.4	2
46	O=C(C1CCCN(S(=O)(=O)c2ccc(F)cc2)C1)N1CCCC1 (configuration not stated)	-2	-1	7	1	0.0	-8	7	0.3	-3
47	CCCOc1ccc(/C=N\NC(=O)CCc2n[nH]c(=O)[nH]c2=O)cc1OC	4	-2	-7	0	1.4	-1	-2	0.3	3
48	Cc1nc(NC(=O)c2ccccc2)sc1-c1csc(NCCc2ccccc2)n1	-5	-18	-3	1	4.1	2	3	0.6	-5

Printed as active in D1 antagonist, of those listed so far:
# | SMILES | D1 PAM | D2 antagonist | RXFP1 antagonist | D1 ag | TRHR PAM | D2 potentiator | TRHR ag | D1 antagonist
10 | CN(Cc1nc2ccccc2c(=O)[nH]1)C(=O)c1ccccc1OCc1ccc(Cl)cc1 | -1 | 1 | 1 | 1 | 5 | -6 | 0.9 | -32*
14 | COc1ccc(S(N)(=O)=O)cc1C(=O)NCCCN1CCN(c2ccc(C)cc2)CC1 | -20 | 49* | 1 | 3 | -3 | -19 | -0.3 | -42*
40 | Cc1ccc(/C=N/N2CCN(c3ccc(Cl)cc3)CC2)o1 | -1 | 7 | -21 | 1 | 8 | -8 | 0.2 | -48*

(continued)
entry	mol	D1 PAM	D2 antagonist	RXFP1 antagonist	D1 ag	D2 ag	TRHR PAM	D2 potentiator	TRHR ag	D1 antagonist
49	CCOC(=O)c1cccc(NC(=O)COC)c1	2	-6	-7	1	-0.7	5	-3	0.9	-1
50	Cc1onc(-c2ccccc2)c1C(=O)NNC(=O)c1ccccc1Br	2	-8	-1	1	-1.6	-4	3	-0.3	24
51	Cc1ccc(OCc2nnc(SCC(=O)CC(=O)Nc3ccccc3)o2)cc1	-6	3	-29	2	-0.3	0	13	-0.8	-13
52	Cc1nn(-c2ccccc2)c(Cl)c1/C=C1\SC(=S)N(C)C1=O	0	2	6	1	0.6	-7	7	0.3	0
